Assay outcomes as filed in PubChem BioAssay.
MBNL1 CUG block: blocks human MBNL1 binding to CUG repeat RNA | Q9NR56 | TR-FRET MBNL1-His/biotin-(CUG)12 binding, 665/545 ratio | Potency, µM (highest dose often 57.5 µM), for inactives: at the highest dose activity change, negative = inhibition, most hits filed as inhibitors | 0.036% of 280,000 active | AID 2675; active means well fitted inhibition curve with a large enough effect in the signal ratio, with a control signal flat, not every such curve was filed as active; inconclusive means small, poorly fitted or top-dose-only effect, or effect the other way, or a change in a side signal; inactive means no such curve, though single readings can be large or run the other way; the % refers to the signal ratio; further: potency means the concentration at half of the fitted maximal effect; on the % scale 0 is the no-effect control and ±100 the full control effect
Target sequence (Q9NR56 whole entry, looked up): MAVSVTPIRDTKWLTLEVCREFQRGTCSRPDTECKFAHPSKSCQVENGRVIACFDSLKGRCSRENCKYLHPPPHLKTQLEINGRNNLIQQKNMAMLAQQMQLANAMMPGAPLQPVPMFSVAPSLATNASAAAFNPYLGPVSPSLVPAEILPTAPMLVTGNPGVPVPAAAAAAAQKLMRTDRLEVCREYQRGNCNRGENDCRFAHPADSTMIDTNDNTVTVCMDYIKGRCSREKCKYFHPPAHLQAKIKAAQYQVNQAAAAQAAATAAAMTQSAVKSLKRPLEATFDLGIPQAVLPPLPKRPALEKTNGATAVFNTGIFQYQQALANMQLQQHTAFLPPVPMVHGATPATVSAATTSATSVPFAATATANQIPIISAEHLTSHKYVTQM
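Compound titration spanned 92 nM–58 uM against the MBNL1-His/biotin-(CUG)12 complex. After 60 min at room temperature with 5 nM streptavidin-XL665 and 0.055 ng/ul terbium anti-His, ratiometric 665/545 nm emission (Ex 340 nm) normalized to controls.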
Menin MLL FP TR: menin-MLL binding inhibition, Texas Red mutant peptide; AID 1768; 0.23% of 270,000 active; Menin + Texas Red MLL mutant peptide, fluorescence polarization; Potency, µM (titrated, usually from 61.6 µM), for the others: at the top dose FP activity change, negative = inhibition, usual class: inhibitors; O00255; active means well fitted inhibition curve with a large enough effect in the polarisation, with a control signal flat, not every such curve was filed as active; inconclusive means small, poorly fitted or top-dose-only effect, or effect the other way, or a change in a side signal; inactive means no such curve, though single readings can be large or run the other way; the % refers to the polarisation; further: potency means the concentration at half of the fitted maximal effect; % of control where 0% means no effect; many of its hits are not listed in these tables
TCR act: T cell receptor activation; primary human leukocytes, anti-CD3, IL-2 HTRF, 48 h; Potency, µM (series often up to 9.22 µM), for inactives: at the top dose activation of IL-2 secretion, actives largely listed as activators; 330,000 tested, under 10 active; AID 504894; further: % of control where 0% means no effect
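TCR engagement came from a-CD3 beads alone, with compounds added to primary human leukocytes for 48 hr. Secreted IL-2 bridged europium cryptate- and d2-labelled anti-IL-2 antibodies, giving FRET emission at 665nm after 320nm excitation.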
a7 integrin act: activators of alpha7 integrin expression for muscular dystrophy; 0.064% of 350,000 active; AID 624291; alpha7betagal myoblasts, beta-gal FDG fluorescence, 48 h; Potency, µM (series often up to 38.3 µM), without a hit: at the highest dose activation, hits mostly activators;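 further: potency means the concentration at half of the fitted maximal effect; 100% = response of the positive control SU9516; nearly all actives have a fitted effect of over 60% in size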
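alpha7betagal+/- myoblasts (passage 13, 250/well) treated 48 h at 37C with compounds at 1:260 dilution of DMSO stock. Lysed, then beta-galactosidase activity read as FDG fluorescence (ex 480/em 540) after 30 min, with pre-read for autofluorescence.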
MLL CXXC-DNA inh: inhibitors of human MLL CXXC domain-DNA interaction. Potency, µM (doses to about 115 µM), for inactives: top-dose activity change, negative = inhibition, most hits filed as inhibitors. 0.037% of 290,000 active. MLL-CXXC / FITC-HOXA9 DNA fluorescence polarization. AID 2662. Q03164; active means well fitted inhibition curve with a large enough effect in the polarisation, with a control signal flat, not every such curve was filed as active; inconclusive means small, poorly fitted or top-dose-only effect, or effect the other way, or a change in a side signal; inactive means no such curve, though single readings can be large or run the other way; the % refers to the polarisation; further: potency means the concentration at half of the fitted maximal effect
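Steps: dispense CXXC domain solution (7 uM) → pin compounds or unlabeled HOX-A9 DNA control → 5 min ambient → add FLSN-HOX-A9 solution (50 nM) → spin → 30 min ambient → fluorescence polarization. Tris pH 7.5/NaCl/DTT/BSA buffer.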
AT treatment: potential ataxia-telangiectasia treatment. […] A-T fibroblasts, KAP-1 phosphorylation AlphaLISA; neocarzinostatin DNA damage 30 min before lysis. Potency, µM (doses to about 57.5 µM), for the others: top-dose activation, most hits filed as activators. 0.19% of 320,000 active; further: potency means the concentration at half of the fitted maximal effect; % of control where 0% means no effect; nearly all actives have a fitted effect of over 45% in size
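ATM-like activity read as KAP-1 phosphorylation via AlphaLISA donor/acceptor antibody pairs after lysis and 6 hr at 25C. Cells were ATM-null patient fibroblasts ([…], hTERT), dosed 60 min, then exposed to the DSB inducer NCS for 30 min.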
Mito fusion act: blocks mitochondrial division or promotes mitochondrial fusion. AID 485298. Potency, µM (highest dose often 46.1 µM), for inactives: top-dose growth rescue (activation), hits mostly activators. 0.23% of 320,000 active. S. cerevisiae fusion-defective mutant growth rescue, CellTiterGlo 48 h;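 further: potency means the concentration at half of the fitted maximal effect; % of control where 0% means no effect; nearly all actives have a fitted effect of over 45% in size; temperature-sensitive fusion mutants such as fzo1-1 at 37 °C on non-fermentable ethanol glycerol medium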
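Read-out: ATP-based luminescence (CellTiterGlo, 10 min ambient) reporting growth of fusion-defective ts yeast after 48 hours at 37C on glycerol/ethanol YPEG medium in the presence of compound.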
TSG101-PTAP inh: blocks PTAP/TSG101 interaction to inhibit HIV-1 budding | Q99816 | 340,000 tested, under 10 active | Fluorescence polarization, FITC-PTAP peptide / Tsg101 binding | AID 493005 | Potency, µM (highest dose often 115 µM), without a hit: at the highest dose activity change, negative = inhibition, hits mostly inhibitors; active means well fitted inhibition curve with a large enough effect in the main read-out, with a control signal flat, not every such curve was filed as active; inconclusive means small, poorly fitted or top-dose-only effect, or effect the other way, or a change in a side signal; inactive means no such curve, though single readings can be large or run the other way; further: potency means the concentration at half of the fitted maximal effect; % of control where 0% means no effect
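FP read-out: FITC-PTAP peptide, 50 nM final, binding Tsg101 binding domain, 10 uM final; 20 min, r.t.; 10 mM HEPES pH 7.5, 0.15 M NaCl, 0.01% Tween 20, 3 mM EDTA, 0.1 mM TCEP.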
ASM inhibitor: inhibitors of human secretory acid sphingomyelinase; placental ASM, HMU-PC fluorogenic substrate, 60 min; AID 504937; 0.006% of 340,000 active; Potency, µM (titrated, usually from 57.5 µM), for the others: top-dose activity change, negative = inhibition, actives largely listed as inhibitors; P17405; further: potency means the concentration at half of the fitted maximal effect
Target sequence (P17405 47-631 limits assumed): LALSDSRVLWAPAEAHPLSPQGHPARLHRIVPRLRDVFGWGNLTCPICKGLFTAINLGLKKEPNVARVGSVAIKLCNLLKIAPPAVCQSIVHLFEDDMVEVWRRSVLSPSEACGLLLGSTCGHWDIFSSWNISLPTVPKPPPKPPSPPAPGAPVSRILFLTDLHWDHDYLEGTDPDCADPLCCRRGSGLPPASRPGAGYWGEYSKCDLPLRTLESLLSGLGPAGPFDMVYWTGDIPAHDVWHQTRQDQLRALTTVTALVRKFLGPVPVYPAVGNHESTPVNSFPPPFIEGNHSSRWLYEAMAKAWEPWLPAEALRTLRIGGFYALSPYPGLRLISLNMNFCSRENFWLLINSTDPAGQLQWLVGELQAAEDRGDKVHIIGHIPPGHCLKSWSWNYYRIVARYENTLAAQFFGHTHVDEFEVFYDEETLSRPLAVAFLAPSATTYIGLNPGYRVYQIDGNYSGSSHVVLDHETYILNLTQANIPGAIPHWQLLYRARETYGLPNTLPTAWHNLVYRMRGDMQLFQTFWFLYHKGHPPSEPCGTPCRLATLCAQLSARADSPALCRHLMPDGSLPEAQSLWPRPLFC
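Steps: dispense placental human ASM, pin compound, wait 10 min at room temperature, add HMU-PC0 substrate at 9 uM final, incubate 60 min at 37 °C, add stop solution raising pH to 10, read fluorescence.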
TSHR antag: human thyrotropin receptor antagonism | P16473 | TSHR-expressing cells, TSH-stimulated cAMP HTRF, 2 h; hits give low values | activity change, negative = inhibition, % at 11.5 µM | 0.2% of 330,000 active | AID 504810;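 active means activity change below a set negative limit, meaning inhibition stronger than a set level, cut at about -70% in these data; inconclusive means activity change between two set negative limits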; further: on the % scale 0 is the no-effect control and ±100 the full control effect
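TSHR-expressing cells were treated with compounds, then stimulated with TSH at EC80 (4nM final) for 2 hours at 37 deg C. Cellular cAMP was measured by HTRF competition between lysate cAMP and cAMP-d2 for a cryptate-labelled anti-cAMP antibody.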
* hit, by the source's call; u = inconclusive; x = not tested or not shown; [ ] = another dose, or the depositor's remark. Unless noted, the call rests on the fitted dose curve; in most records, active means well fitted curve in the direction sought with a large enough effect; inconclusive means small, poorly fitted or top-dose-only effect, or another doubt; inactive means no such curve, though single readings can be large; an effect the other way counts as inactive or inconclusive. The list is partial; count on the stated rates, not on these rows.

SMILES	MBNL1 CUG block	Menin MLL FP TR	TCR act	a7 integrin act	MLL CXXC-DNA inh	AT treatment	Mito fusion act	TSG101-PTAP inh	ASM inhibitor	TSHR antag
CN1CCN(S(=O)(=O)c2ccc(Cl)s2)CC1	-3%	x	-2%	-11%	-3%	-14%	-1%	-4%	2%	-6
CC(C)=CCN1CCN(CCCc2ccccc2)CC1CCO (configuration not stated)	0%	-10%	-2%	5%	0%	1%	2%	-6%	0%	17
CC1CCCN(S(=O)(=O)c2cc(C(=O)NCCc3ccc(S(N)(=O)=O)cc3)ccc2Cl)C1 (configuration not stated)	x	x	0%	-6%	x	x	x	-4%	-1%	x
C#CCOCCOCCOCCNc1nc(N2CCN(C(=O)CCCCCCCCCCNC(=O)[C@H](CCC(=O)O)n3cc(CCCCCN)nn3)CC2)nc(N2CCN(C(=O)CCCCCCCCCCNC(=O)[C@@H]([C@H](C)O)n3cc(C)nn3)CC2)n1	x	x	-116%	14%	x	17%	-10%	-3%	-8%	10
Cc1ccc(NC(=O)Cn2nnc(C(=O)NCc3ccccc3)c2N)cc1C	7%	-7%	3%	-8%	22%	-7%	-7%	-10%	-1%	7
Clc1ccc(-n2cccc2)cn1	9%	5%	5%	2%	1%	2%	1%	1%	6%	5
CCCCCc1nnc(NS(C)(=O)=O)s1	2%	-9%	0%[46.1 µM]	23%	-2%	-9%	-3%	0%	3%	7
CCc1c(C)sc(NC(=O)c2cc(C)no2)c1C#N	6%	5%	2%	8%	8%	5%	1%	-1%	-6%	1
COc1ccc(OC)c(NS(=O)(=O)c2ccc(NC(=O)C3COc4ccccc4O3)cc2)c1 (configuration not stated)	-4%	x	5%	-41%[inhibitor]	13%	4%	0%	-5%	-6%	-2
O=C(Nc1ccc(Cl)c(S(=O)(=O)Nc2ccccc2Cl)c1)c1cccs1	-12%	u	-2%[46.1 µM]	17%	9%	2%	-8%	-3%	-11%	-32
CC(=O)Oc1ccc(Nc2ccccc2)cc1	0%	-1%	3%	-59%[inhibitor]	-7%	10%	-4%	1%	1%	5
COCCn1c(=O)[nH]c2cc(C(=O)NCCCN3CCN(c4ccc(F)cc4)CC3)ccc2c1=O	-10%	9%	-4%	-19%	-2%	2%	1%	-6%	275%[activator]	14
O=C(CN1C(=O)C2CC=CCC2C1=O)Nc1nnc(SCc2ccc(Cl)cc2)s1 (configuration not stated)	2%	5%	2%	-8%	-1%	x	-8%	-3%	-26%	-9
O=C1/C(=C\c2ccco2)SC(=S)N1C1CCCCC1	3%	-18%	x	x	0%	0%	0%	x	x	3
COc1ccccc1NC(=O)Nc1nc(CC(=O)N2CCN(c3ccccc3OC)CC2)cs1	x	x	5%	2%	x	6%	-2%	-2%	-9%	-9
CCS(=O)(=O)NCCc1csc(-c2cccnc2)n1	7%	-4%	-8%	6%	-7%	-6%	-5%	0%	3%	7
COc1ccc(C(=O)COc2ccc(NC(C)=O)cc2)cc1	0%	15%	-3%	4%	-2%	-2%	-4%	0%	-1%	-3
COC(=O)c1c(C)[nH]c(C(=O)OCC(=O)c2c(N)n(CC(C)C)c(=O)n(C)c2=O)c1C	x	x	1%[46.1 µM]	-49%[inhibitor]	x	16%	x	-2%	-9%	-13
COc1ccc(-c2nc(CS(=O)(=O)CC(=O)NCc3ccc(F)cc3)c(C)o2)cc1	0%	u	-5%	-9%	9%	1%	-9%	-1%	1%	-6
COc1cc(OC)cc(C(=O)NNC(=O)c2ccc(-n3cncn3)c([N+](=O)[O-])c2)c1	x	x	4%	10%	x	8%	8%	-3%	1%	-2
Cc1nnc(SCc2ccc(C(=O)c3ccc(Cl)cc3)o2)n1-c1ccccc1	u	0%	-4%[46.1 µM]	-19%	3%	1%	13%	-9%	-6%	3
CN(CC(=O)Nc1ccc(F)c(F)c1F)C(=O)CCc1nc2sc3c(c2c(=O)[nH]1)CCCC3	x	x	-6%	-3%	x	4%	-2%	-5%	14%	5
CC(C)C(NS(=O)(=O)c1cccc2nsnc12)C(=O)NCCC1=CCCCC1 (configuration not stated)	u	1%	-1%	25%	9%	17%	-1%	-4%	-6%	-6
COc1ccc2c(=O)c3c(=O)n(Cc4ccco4)c(-c4cc(OC)c(OC)c(OC)c4)nc3oc2c1	-5%	7%	0%[46.1 µM]	43%	3%	0%	1%	-3%	0%	-2
COc1cccc(NC(=O)CN(C)CC(=O)NC(C)c2ccccc2)c1 (configuration not stated)	x	x	-6%	29%	-4%	6%	4%	1%	5%	-18
(next part)
SMILES	MBNL1 CUG block	Menin MLL FP TR	TCR act	a7 integrin act	MLL CXXC-DNA inh	AT treatment	Mito fusion act	TSG101-PTAP inh	ASM inhibitor	TSHR antag
Cc1ccc(NC(=O)C(C)SCc2nc3sc4c(c3c(=O)[nH]2)CCCC4)nc1 (configuration not stated)	2%	x	3%	-6%	34%[activator]	18%	2%	5%	26%	-3
CCOC(=O)c1ccc(NC2=CC(=O)CC(c3ccco3)C2)cc1 (configuration not stated)	2%	-2%	x	5%	-1%	3%	-4%	-3%	3%	-6
O=C(COc1nc2ccccc2nc1N1CCOCC1)NCC(F)(F)F	6%	0%	7%[46.1 µM]	16%	13%	0%	0%	-6%	2%	-1
COc1cc(-c2cc(=O)c3ccccc3o2)ccc1O	u	8%[24.8 µM]	5%	-24%	33%[activator]	-2%	2%	0%	-3%	-8
CC(C)n1c(=O)[nH][nH]c1=S	x	x	4%	19%	3%	-5%	-1%	-1%	-1%	6
O=c1oc2cc(OCc3ccc(C(F)(F)F)cc3)ccc2cc1-c1ccccn1	-5%	8%	9%	5%	-4%	-2%	-2%	-2%	256%[activator]	4
COc1ccc(CNC(=O)C2=C(C)C(=O)OC23CCC(C)CC3)cc1 (configuration not stated)	-10%	3%[11.7 µM]	-1%	-24%	0%	4%	-2%	0%	-9%	36
Cc1ccccc1NC(=S)N/N=C1\CC(C)(C)Oc2ccc(O)cc21	-8%	u	2%	106%	-3%	-6%	-5%	0%	56%[activator]	15
CC(CCc1ccco1)NC(=O)Cn1ncc2c(=O)oc3ccccc3c21 (configuration not stated)	1%	4%	-1%[46.1 µM]	-7%	-3%	1%	0%	-2%	0%	9
O=C(/C=C/c1ccccc1[N+](=O)[O-])NCc1ccc(Cl)cc1	12%	u	-4%	-19%	-6%	5%	-2%	-4%	0%	-6
O=C(CCCSc1nc2ccccc2c(=O)[nH]1)c1ccc(F)cc1	-2%	-10%	-4%	-22%	0%	12%	9%	1%	-1%	6
CCn1c(COc2ccc(=O)n(-c3ccccc3)n2)nnc1SCC(=O)OC	7%	3%	0%	2%	3%	2%	10%	-3%	-5%	3
O=C(CN1C(=O)c2cccnc2Oc2ccc(Cl)cc21)N1CCCC1	-6%	x	-3%	5%	-7%	-6%	-6%	-8%	-1%	-3
COc1ccc(Cn2c(-c3ccc(Cl)cc3)c[n+]3ccccc23)cc1	-9%	-18%	4%[46.1 µM]	-52%[inhibitor]	-15%	14%	-2%	0%	0%	-4
CCC1C(=O)C(C)(C)C(=O)OC1c1ccc([N+](=O)[O-])cc1 (configuration not stated)	u	-10%	-2%	-21%	0%	7%	3%	0%	3%	0
O=C(CCc1ccc(S(=O)(=O)N2CCOCC2)cc1)NCCCN1CCCC1=O	-1%	-3%	-4%	u	2%	8%	3%	-8%	5%	6
Cc1ccccc1N=CC=C1OC(C)(C)C(C)(C)O1	-12%	-10%	0%[46.1 µM]	-1%	9%	32%	5%	-4%	x	1
COc1ccccc1NC(=O)C(C)OC(=O)CCNS(=O)(=O)c1cccc(C(F)(F)F)c1 (configuration not stated)	x	x	-5%	11%	x	x	0%	-2%	0%	-8

Another view of some results above:
The line under a structure holds: MBNL1 CUG block | Menin MLL FP TR | TCR act | a7 integrin act | MLL CXXC-DNA inh | AT treatment | Mito fusion act | TSG101-PTAP inh | ASM inhibitor | TSHR antag
- CC(C)n1c(=O)[nH][nH]c1=S
→ x | x | 4% | 19% | 3% | -5% | -1% | -1% | -1% | 6
- CC(CCc1ccco1)NC(=O)Cn1ncc2c(=O)oc3ccccc3c21 (configuration not stated)
→ 1% | 4% | -1%[46.1 µM] | -7% | -3% | 1% | 0% | -2% | 0% | 9
